# HP1b chromo inh: inhibitors of HP1-beta chromodomain binding to methylated histone tails. P83916. AlphaScreen HP1-beta / biotin-H3K9me3 peptide binding. Potency, µM (doses to about 114 µM), without a hit: at the highest dose activity change, negative = inhibition, most hits filed as inhibitors. 0.56% of 390,000 active; note: potency is the fitted concentration of half-maximal effect; nearly all actives have a fitted effect of over 70% in size; inactives centre near 23
# Target sequence (P83916 whole entry, looked up): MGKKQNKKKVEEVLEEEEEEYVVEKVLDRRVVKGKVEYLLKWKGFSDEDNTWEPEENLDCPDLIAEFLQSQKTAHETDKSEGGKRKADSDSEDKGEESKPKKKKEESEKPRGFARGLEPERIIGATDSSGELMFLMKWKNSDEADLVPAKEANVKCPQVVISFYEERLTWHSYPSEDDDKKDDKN
#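 AlphaScreen: HP1-beta (50 nM) preformed 30 min with biotin-H3(1-18)K9me3 peptide (50 nM) in PBS pH 7.4, 0.01% Tween-20. Compound added for 30 min at RT, then streptavidin donor/nickel chelate acceptor beads (10 ug/mL) for 30 min.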
# G9a inh: G9a (human) methyltransferase inhibition | G9a H3K9 monomethylation, AlphaScreen, 2 h | Potency, µM (doses to about 102 µM), for inactives: top-dose activity, negative = inhibition, actives largely listed as inhibitors | 8.8% of 350,000 active | AID 504332; note: potency is the fitted concentration of half-maximal effect; % is set by controls: 0 for no effect and ±100 for the full control effect; nearly all actives have a fitted effect of over 75% in size
#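 G9a (20 nM) preincubated 15 min RT with compounds, then 500 nM biotinylated H3K9 peptide and 20 uM SAM added; 2 h RT reaction. Monomethyl-H3K9 product detected by AlphaScreen with anti-H3K9me1 antibody, streptavidin donor and anti-rabbit IgG acceptor beads.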
# PI4K2A inh: blocks human PI4K2A kinase activity. Q9BTU6. purified PI4K2A, ADP-Glo luminescence, 1 h; active compounds read low. activity change, negative = inhibition, % at 76.9 µM. 0.13% of 420,000 active. AID 1346378; in the data active = activity change below about -50%; inconclusive = mostly about -30% to -49%;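 note: -100% = wells without enzyme as full effect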
#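 ADP-Glo luminescence measured ADP generated by PI4K2A enzyme (4 ug/mL before mixing) with 1.2 mM PI substrate (pre-mix) and 300 microM ATP (pre-mix). Tris pH7.5 buffer with MgCl2, Triton X-100; 1 h reaction at ambient temperature.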
# ERG Ets-DNA blk: ERG Ets/DNA interaction inhibition; Potency, µM (doses to about 76.9 µM), for the others: at the highest dose FP activity, negative = inhibition, usual class: inhibitors; AID 624246; 0.028% of 370,000 active; fluorescence polarization, His-ERG Ets domain / labelled DNA; P11308; active = well fitted inhibition curve with a large enough effect in the polarisation, with a control signal flat; inconclusive = small, poorly fitted or top-dose-only effect, or effect the other way, or a change in a side signal; inactive = no such curve, though single readings can be large or run the other way; the % refers to the polarisation;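 note: polarization taken with two DNA probes labelled with fluorescein and Texas red; potency is the fitted concentration of half-maximal effect; % of control where 0% means no effect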
#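 His-tagged ERG Ets domain (1 uM in the protein solution; 300mM KCl, 50mM Tris-HCl, 1mM EDTA, 1mM DTT, pH 7.5) received compound, then a probe mix of 5 nM fluorescein-DNA and 100nM Texas-615-DNA. Fluorescence polarization was read for both dyes.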
# GLS inh: blocks human kidney-isoform glutaminase activity; AID 624170; 0.21% of 410,000 active; GLS enzymatic activity, qHTS titration; Potency, µM (titrated, usually from 45.5 µM), for inactives: top-dose activity change, negative = inhibition, actives largely listed as inhibitors; note: potency is the fitted concentration of half-maximal effect; % is set by controls: 0 for no effect and ±100 for the full control effect
# Target sequence (O94925 whole entry, looked up, canonical isoform): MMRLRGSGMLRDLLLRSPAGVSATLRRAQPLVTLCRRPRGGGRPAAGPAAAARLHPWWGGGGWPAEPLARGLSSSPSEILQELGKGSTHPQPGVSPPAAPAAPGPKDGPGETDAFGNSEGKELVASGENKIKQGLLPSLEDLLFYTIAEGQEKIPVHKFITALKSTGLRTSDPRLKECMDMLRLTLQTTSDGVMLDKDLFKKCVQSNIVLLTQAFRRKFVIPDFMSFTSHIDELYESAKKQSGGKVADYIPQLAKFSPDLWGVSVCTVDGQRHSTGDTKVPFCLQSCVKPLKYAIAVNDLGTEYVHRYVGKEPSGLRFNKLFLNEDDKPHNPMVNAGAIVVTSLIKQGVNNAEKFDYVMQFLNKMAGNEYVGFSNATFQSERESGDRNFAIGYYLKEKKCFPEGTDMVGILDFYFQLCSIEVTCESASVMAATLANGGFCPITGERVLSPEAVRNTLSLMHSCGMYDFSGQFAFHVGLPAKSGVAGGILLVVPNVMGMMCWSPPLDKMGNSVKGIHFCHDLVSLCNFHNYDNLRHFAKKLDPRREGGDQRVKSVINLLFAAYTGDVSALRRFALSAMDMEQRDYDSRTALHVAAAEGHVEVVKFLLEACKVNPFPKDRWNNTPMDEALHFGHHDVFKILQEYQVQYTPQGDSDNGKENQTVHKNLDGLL
#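 hKGA in 45 mM KH2PO4 (pH 8.2), 0.02% Tween-20 with compound, then 1mM L-Glutamine (stock as added) plus glutamate oxidase/HRP/Amplex red coupling mix. Fluorescence read initially and after 30 min at RT; signal change reflects glutamate formation.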
# RGS4 inhibitor: inhibitors of human regulator of G protein signaling 4; P49798; Transcreener GDP fluorescence polarization, RGS4-accelerated GTP hydrolysis; Potency, µM (series often up to 114 µM), for inactives: at the highest dose activity change, negative = inhibition, hits mostly inhibitors; 0.039% of 390,000 active; note: potency is the fitted concentration of half-maximal effect; % is set by controls: 0 for no effect and ±100 for the full control effect; nearly all actives have a fitted effect of over 75% in size; some results filed as inactive show a strong effect at the top dose
# Target sequence (P49798 whole entry, looked up): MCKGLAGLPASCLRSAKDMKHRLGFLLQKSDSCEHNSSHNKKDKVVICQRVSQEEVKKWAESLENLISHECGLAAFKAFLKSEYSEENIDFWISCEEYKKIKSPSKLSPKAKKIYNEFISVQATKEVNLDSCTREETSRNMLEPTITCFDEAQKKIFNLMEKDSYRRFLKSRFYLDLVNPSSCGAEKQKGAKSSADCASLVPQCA
#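 MLSMR compounds (23 nl, pin-transferred) preincubated 10 min at room temperature with a 500nM (2x) first reagent, then RGS4 at 900nM (2x) plus Transcreener GDP mix added; fluorescence polarization (620/688 nm) read before and after 90 min at 30 °C.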
# JMJD2A Tudor: JMJD2A Tudor domain (human) inhibition; 4.4% of 390,000 active; O75164; Potency, µM (highest dose often 114 µM), for inactives: top-dose activity change, negative = inhibition, usual class: inhibitors; AlphaScreen JMJD2A-Tudor / H3K4me3 peptide binding; note: potency is the fitted concentration of half-maximal effect; % is set by controls: 0 for no effect and ±100 for the full control effect; nearly all actives have a fitted effect of over 50% in size
# 12-LOX inh: blocks human arachidonate 12S-lipoxygenase | P18054 | purified 12hLO, xylenol orange hydroperoxide absorbance | Potency, µM (highest dose often 108 µM), for the others: at the highest dose activity change, negative = inhibition, hits mostly inhibitors | 1.1% of 580,000 active | AID 1671190; note: potency is the fitted concentration of half-maximal effect; % is set by controls: 0 for no effect and ±100 for the full control effect
#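 Purified human 12hLO at 150 nM in 25 mM Hepes, 0.01% Triton X-100, pH 7.0, preincubated 15 min at room temperature with compound. Reaction started with 40 uM arachidonic acid, 30 min at room temperature. Hydroperoxide measured by Fe-xylenol orange, 573/405 nm absorbance ratio.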
# BAZ2B inh: BAZ2B (human) inhibition. 4.4% of 360,000 active. Potency, µM (titrated, usually from 114 µM), for the others: at the top dose activity change, negative = inhibition, actives largely listed as inhibitors. Q9UIF8. AlphaScreen BAZ2B-H3K14Ac peptide displacement; note: potency is the fitted concentration of half-maximal effect; % is set by controls: 0 for no effect and ±100 for the full control effect; nearly all actives have a fitted effect of over 60% in size
#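 AlphaScreen displacement of biotin-H3(5-23)K14Ac peptide (50 nM final) from BAZ2B (50 nM final) in PBS pH 7.4, 0.01% Tween-20; complex preformed 30 min RT, then compounds (top 110 uM) 30 min RT, beads 20 min dark.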
# Numbers without * were called inactive; ? = inconclusive; nt = not tested or not shown; [ ] = dose if it differs, or a comment. Unless noted, calls come from the whole dose curve; as a rule, active = well fitted curve in the direction sought with a large enough effect; inconclusive = small, poorly fitted or top-dose-only effect, or another doubt; inactive = no such curve, though single readings can be large; an effect the other way counts as inactive or inconclusive. A portion of the library. The share of hits here may be higher or lower than overall.
SMILES	HP1b chromo inh	G9a inh	PI4K2A inh	ERG Ets-DNA blk	GLS inh	RGS4 inhibitor	JMJD2A Tudor	12-LOX inh	BAZ2B inh
COc1cc(C(=O)OCC(=O)NC2CCS(=O)(=O)C2)ccc1OCc1c(C)noc1C (stereo unspecified)	32.0%	25.9%[59 µM]	-5.2	1.9%	-5.9%	22.8%	-6.4%	3.3%	8.5%
C=CCN(c1ccccc1C(=O)NCC(=O)O)S(=O)(=O)c1ccc(C)cc1	8.5%	-4.7%	2.0	-2.3%	7.0%	-5.3%	-7.6%	2.5%	-0.2%
CNC(=O)c1ccc(NC(=O)COc2ccc(-c3nn(C)c(=O)c4ccccc34)cc2)cc1	26.0%	-5.0%[59 µM]	0.7	10.6%	-20.1%	?	-4.1%	-15.5%	0.8%
O=C1/C(=N\S(=O)(=O)c2cccs2)C([n+]2ccccc2)=C([O-])c2ccccc21	27.8%	0.9%[59 µM]	0.5	-12.0%	-7.6%	-3.0%	-3.4%	-27.0%	?
Cc1ccc(CNC(=O)CCCNS(=O)(=O)c2cccc3nonc23)cc1	15.0%	?	-13.8	6.8%	-15.1%	20.4%	-7.9%	0.0%	1.3%
COc1cc(NC(=O)CCN2CCN(C/C=C/c3ccccc3)CC2)cc(OC)c1	27.6%	-24.7%	0.1	-17.2%	-4.9%	9.1%	-35.8%	0.0%	-26.7%
CC1(C)Oc2ccc(C(=O)N3CCCCC3)cc2N(CC(=O)NCc2ccccc2)C1=O	57.6%[activator]	?	1.8	-8.8%	-14.9%	-12.0%	3.2%	7.1%	-0.5%
Fc1ccccc1-c1nc(N2CCCCC2)c2ccccc2n1	107.1%[activator]	52.6%[59 µM]	0.2	1.4%	7.8%	15.0%	47.9%[activator]	?	16.3%
CSc1ccc(CCNC(=O)c2c(C)nn(-c3ccc(F)cc3)c2-n2cccc2)cc1	59.6%[activator]	?	-7.4	-1.2%	-5.7%	7.6%	-7.6%	-8.3%	-16.0%
CN(CCC#N)C(=O)COC(=O)c1ccc2[nH]c3c(c2c1)CCCC3	18.5%	-49.0%	6.5	0.4%	22.4%	11.6%	-28.0%	-7.0%	?

# Reformatted: results already given
# Each structure is followed by: HP1b chromo inh | G9a inh | PI4K2A inh | ERG Ets-DNA blk | GLS inh | RGS4 inhibitor | JMJD2A Tudor | 12-LOX inh | BAZ2B inh
Cc1ccc(CNC(=O)CCCNS(=O)(=O)c2cccc3nonc23)cc1
  15.0% | ? | -13.8 | 6.8% | -15.1% | 20.4% | -7.9% | 0.0% | 1.3%
COc1cc(NC(=O)CCN2CCN(C/C=C/c3ccccc3)CC2)cc(OC)c1
  27.6% | -24.7% | 0.1 | -17.2% | -4.9% | 9.1% | -35.8% | 0.0% | -26.7%

# Next section:
SMILES	HP1b chromo inh	G9a inh	PI4K2A inh	ERG Ets-DNA blk	GLS inh	RGS4 inhibitor	JMJD2A Tudor	12-LOX inh	BAZ2B inh
CCOC(=O)c1c(NC(=O)C(C)Sc2cn(C)c3ccccc23)sc2c1CCC2 (stereo unspecified)	-5.2%	?	-2.2	0.9%	-0.7%	-26.1%	-26.4%	-18.2%	?
O=C(CNS(=O)(=O)c1ccccc1)N/N=C/c1ccncc1	35.3%[activator]	19.8%[12.7 µM]	2.6	1.6%	1.8%	22.5%	-18.1%	9.0%	-5.9%
Cn1c(=O)c2cc3c(nc2n(C)c1=O)CC(c1ccccc1)CC3=O (stereo unspecified)	3.3%	-0.7%	-3.3	-15.1%	0.6%	-5.8%	56.2µM*	154.7%[activator]	-34.3%
CCOC(=O)C1C(c2ccc(O)c(OC)c2)NC(=O)NC1(O)C(F)(F)F (stereo unspecified)	25.5%	nt	-6.6	-5.4%	21.8%	-11.3%	-12.6%	-19.4%	?
COc1ccc(-c2cc(C(F)(F)F)nc(SCC(=O)N3CC(C)OC(C)C3)n2)cc1OC (stereo unspecified)	21.3%	-1.2%[59 µM]	3.5	0.8%	9.2%	10.7%	0.7%	260.7%[activator]	-4.1%
CC(=O)C1=C(C)NC(C)=C(C(C)=O)C1c1cn(-c2ccccc2)nc1-c1cccs1	10.9%	13.2%[59 µM]	7.3	6.9%	7.8%	-7.4%	-16.3%	?	-6.5%
CC(C)NC(=O)NC(=O)CSc1nncn1C	44.9%[activator]	-37.7%[59 µM]	-0.9	3.3%	-1.4%	-2.8%	-13.9%	14.8%	1.6%
O=C(CCN1C(=O)C2C3C=CC(C4CC34)C2C1=O)Oc1ccc(Br)cc1 (stereo unspecified)	36.2%	-23.6%	2.4	-7.9%	4.3%	20.6%	-14.7%	-17.6%	-10.3%
Cc1ccc(Cl)cc1NC(=O)c1ccc(NC(=O)CCC(=O)O)cc1	17.6%	3.8%[59 µM]	-2.8	?	1.1%	10.2%	-11.3%	-0.1%	3.6%
CCCN1CCN(c2ncc3c(n2)CCN(Cc2ccc(OC)c(OC)c2OC)C3)CC1	43.9%[activator]	-7.4%[12.7 µM]	1.6	-1.7%	9.6%	2.2%	-14.2%	2.6%	-38.6%
CCCCCCSc1nsc(NC(=O)CC(C)C)n1	76.6%[activator]	?	1.7	-6.5%	-11.6%	-19.4%	25.0%	8.8%	1.5%
COc1ccc(/C=C(\C#N)C(=O)C(C)(C)n2cncn2)cc1	11.1%	3.7%[12.7 µM]	-6.1	-2.6%	-1.5%	-43.9%	-11.1%	-9.2%	?
C=C(C)C(O)Cc1c(OC)ccc(C(=O)/C=C/c2ccc(O)cc2)c1O (stereo unspecified)	-21.0%	nt	1.9	7.5%	17.3%	-7.9%	?	-25.1%	nt
O=C(Cc1cccc(NC(=O)C2CCN(C(=O)C3CCCCC3)CC2)c1)Nc1cccc(C(=O)N2CCCC2)c1	30.8%	18.0%[2.33 µM]	0.2	4.0%	6.3%	16.5%	-11.3%	?	0.7%
Cc1nn(-c2ccccc2)c(N2CCCC2)c1/C=C1\N=C(c2ccc(F)cc2)OC1=O	16.1%	-48.4%[59 µM]	1.6	-5.2%	-4.8%	-0.4%	-13.3%	-0.8%	-35.3%
Cc1nc(N2CCOCC2)nc(OC(C)C)c1[N+](=O)[O-]	1.0%	-4.2%[59 µM]	-0.4	-2.5%	7.0%	14.4%[11.4 µM]	-26.1%	-6.8%	-3.8%
COc1cccc(/C=N/NC(=O)CC2C(=O)NN=C2C)c1O (stereo unspecified)	6.6%	-9.5%	-6.6	6.8%	71.5%[activator]	25.1%	-4.6%	-13.7%	8.4%
COC(=O)c1cc(NC(=O)CSc2ncn[nH]2)ccc1Cl	38.9%[activator]	nt	1.3	1.3%	0.9%	-7.7%	-15.2%	-0.6%	-5.2%
COC(=O)c1cc2oc(C)cc2n1Cc1cccc(Cl)c1	18.1%	14.1µM*	-1.5	-2.0%	0.5%	6.9%	16.7%	9.9%	-38.5%
O=c1c2ccccc2nc(-c2ccc(Cl)c(Cl)c2)n1O	47.2%	0.2%	6.1	-2.1%	-3.8%	7.0%	5.3%	0.0%	-3.4%
Nc1ncnc2c1ncn2[C@@H]1O[C@H](CNC(=O)[C@@H]2CCCN2S(=O)(=O)c2ccc(F)cc2)[C@@H](O)[C@H]1O	69.1%[activator]	nt	-9.4	21.4%	-4.2%	-22.9%	-13.7%	1.9%	nt
Cc1ccc(CCC(=O)Nc2nccs2)o1	-5.7%	-38.4%[59 µM]	0.5	nt	39.3%[activator]	-8.5%	-30.9%	-14.0%	?
O=C(CCN1C(=O)/C(=C\C=C\c2ccccc2)SC1=S)Nc1ccccc1C(=O)O	?	72.7%[activator]	-8.8	82.0%[activator]	-2.4%	-33.5%	44.7µM*	?	-11.1%
COC(=O)c1c(C)oc2ccc(N(C(=O)c3ccncc3)S(=O)(=O)c3ccc(C)cc3C)cc12	-1.2%	-14.1%[59 µM]	0.7	5.4%	-7.3%	7.5%	-29.7%	-7.8%	2.9%
Cn1cnc([N+](=O)[O-])c1S(=O)(=O)Oc1cccc2ccccc12	-3.9%	nt	-17.3	10.5%	4.6%	?	-34.5%	-26.9%	nt
CCn1c(=O)cc(SCC(=O)NCC2CCCO2)c2ccccc21 (stereo unspecified)	27.4%	24.8%[12.7 µM]	5.9	-5.2%	0.3%	-7.1%	4.4%	-0.7%	-3.0%
COc1cccc(C2C(=O)N(C3CCCCC3)CC(=O)N2Cc2ccc(F)cc2)c1 (stereo unspecified)	8.1%	0.3%	-1.1	-1.3%	12.3%	9.6%	-2.9%	12.1%	0.3%
COc1ccc(S(=O)(=O)NCC(=O)NCc2cc(=O)n(C)c(=O)n2C)cc1F	59.3%[activator]	7.9%	-6.1	3.8%	-3.0%	-12.7%[56.9 µM]	-7.4%	-1.5%	-21.2%
Cc1cccc(C)c1NC(=O)CSCC(=O)c1ccc(O)c(O)c1	16.9%	-10.2%[2.33 µM]	-21.1	5.9%	33.4%[activator]	?	?	?	?
O=C(CSc1nc(-c2ccccc2)no1)N1CCCCC1	41.7%[activator]	17.9%[59 µM]	-0.6	4.1%	-6.2%	-6.9%	14.0%	-21.5%	17.9%
CCN(CCO)C(=S)Nc1cc(S(=O)(=O)N(C)C)ccc1C	26.2%	-2.9%	-0.6	-1.5%	-17.5%	-9.4%	-5.8%	-0.4%	-17.0%
